Screening results: PubChem, National Center for Advancing Translational Sciences (NCATS)
RXFP1 ag – qHTS Assay for Agonists of the Relaxin Receptor RXFP1 | Relaxin receptor 1 (Homo sapiens), Q9HBX9 | HEK293T-RXFP1 cAMP TR-FRET, 30 min; response scale: percent of porcine relaxin response, buffer zero | Potency, µM (series often up to 57.5 µM), for the others: at the top dose activation, actives largely listed as activators | 370,000 tested, 0.3% active | AID 2676, 2010; further: potency means the concentration at half of the fitted maximal effect; on the % scale 0 is the no-effect control and ±100 the full control effect; nearly all actives have a fitted effect of over 60% in size; many of its hits are not listed in these tables
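HEK293 cells stably expressing RXFP1, treated 30 min at 37C with compounds plus PDE4 inhibitor Ro 20174; cAMP measured by HTRF TR-FRET. Normalized to buffer and 29 nM porcine relaxin; EC50 by Hill fit.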
D1 PAM – Potentiators of Human D1 Dopamine Receptor: qHTS. HEK293 TREx D1 cells, calcium flux, dopamine EC20 potentiation. 360,000 tested, 0.036% active. AID 504651, 2011. D(1A) dopamine receptor (Homo sapiens), P21728. potentiation, % at 10 µM; in the data active means potentiation above about 30%; further: 0% is about no effect
D1 agonist – Allosteric Agonists of the Human D1 Dopamine Receptor: qHTS | D(1A) dopamine receptor (Homo sapiens), P21728 | HEK293 T-REx D1 cells, calcium flux, agonist mode | activation, % at 2 µM | 360,000 tested, 1% active | AID 504660, 2011; in the data active means activation above about 30%; further: 0% is about no effect
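Tetracycline-induced HEK293 TREx D1 cells, force-coupled to calcium signalling, were dye-loaded with a no-wash calcium kit. Compound was pin-added after a 10 s baseline. Fluorescence was read kinetically at 1 cycle/s for 180 s, with calcium rises flagged as agonism.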
D1 antagonist – Antagonist of Human D 1 Dopamine Receptor: qHTS; D(1A) dopamine receptor (Homo sapiens), P21728; HEK293 TREx D1 cells, calcium flux, dopamine EC80; active compounds read low; activity change, negative = inhibition, % at 10 µM; 360,000 tested, 3.2% active; AID 504652, 2011; in the data active means activity change below about -30%; further: on the % scale 0 is the no-effect control and ±100 the full control effect
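HEK293 T-REx cells expressing inducible, force-coupled D1 receptor; no-wash Ca dye, 30–90 min RT. Cmpd → 180 s read at 1 Hz → EC80 DA → 180 s read.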
GRP78 ERSR act – qHTS for Inducers of the Endoplasmic Reticulum Stress Response (ERSR) in Human Glioma: qHTS. U87-MG GRP78 promoter luciferase reporter, 16 h. Potency, µM, inactives show top-dose activation, hits mostly activators. 420,000 tested, 0.02% active. AID 602332, 2012; further: potency means the concentration at half of the fitted maximal effect; series mostly up to about 76 µM; % of control where 0% means no effect; nearly all actives have a fitted effect of over 35% in size
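Stably transfected U87-MG glioma cells carrying a GRP78-based luciferase sensor; 16 h compound incubation. Luminescence end-point read 10 min after Bright-Glo addition at room temperature.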
RXFP1 antagonist – qHTS Assay for Antagonists of the Relaxin Receptor RXFP1. Relaxin receptor 1 (Homo sapiens), Q9HBX9. activity change, negative = inhibition, % at 57.5 µM. 350,000 tested, 0.59% active. HEK293-RXFP1, relaxin-stimulated cAMP HTRF, 30 min; active compounds read low;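 active means activity change of -60% or lower, but not beyond a set lower limit; inconclusive means change between -60% and -40%, or beyond the set limit; inactive means change above -40%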; further: on the % scale 0 is the no-effect control and ±100 the full control effect
D2 PAM – HTS Assay for Positive Allosteric Modulators of the Human D2 Dopamine Receptor: Primary Screen for Potentiators. D(2) dopamine receptor (Homo sapiens), P14416. HEK293 T-REx D2, calcium flux, EC20 dopamine potentiation. potentiation, % at 10 µM. 340,000 tested, 0.34% active. AID 485347, 2010;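 active means potentiation over 3 SD above the plate norm, cut at about 30% in these data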; further: 0% is about no effect
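Primary screen. Calcium kinetics in induced HEK293 T-REx D2 cells: compound pre-addition 180 s, EC20 dopamine, 180 s more.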
Vif-A3F inh – qHTS for Inhibitors of Vif-A3F Interactions: qHTS. 390,000 tested, 0.2% active. Potency, µM (doses to about 46.1 µM), for inactives: top-dose activity, negative = active. HeLa A3F-eYFP + Vif (tagged APOBEC3F with the HIV-1 protein that degrades it), YFP fluorescence increase; further: potency means the concentration at half of the fitted maximal effect; % of control where 0% means no effect; nearly all actives have a fitted effect of over 65% in size
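HeLa cells stably expressing A3F-eYFP plus Vif, plated and incubated overnight at 37 deg C, then exposed to compounds overnight at 37 deg C. Blocked degradation read as raised yellow fluorescence (Ex 488/Em 500-530).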
Vif-A3G inh – qHTS for Inhibitors of Vif-A3G Interactions: qHTS; DNA dC->dU-editing enzyme APOBEC-3G (Homo sapiens), Q9HC16; 410,000 tested, 0.076% active; Potency, µM (series often up to 46.1 µM), for inactives: at the highest dose activity, negative = active, most hits filed as inhibitors; HeLa A3G-eYFP + Vif (tagged APOBEC3G with the HIV-1 protein that degrades it), YFP fluorescence, overnight; AID 602310, 2012;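 further: potency means the concentration at half of the fitted maximal effect; on the % scale 0 is the no-effect control and ±100 the full control effect; nearly all actives have a fitted effect of over 60% in size; hits raise eYFP signal because A3G escapes Vif-driven loss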
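HeLa cells stably expressing Vif and C-terminally eYFP-tagged A3G, seeded overnight at 37 deg C, then exposed to compound by pintool overnight at 37 deg C. Rise in yellow fluorescence (Ex 488/Em 500-530, Acumen) marks blocked Vif-driven A3G degradation.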
Starred values were filed as active, the others as inactive; ? = inconclusive; · = no result given; & = joins results of further samples. Unless noted, the call rests on the fitted dose curve; in most records, active means well fitted curve in the direction sought with a large enough effect; inconclusive means small, poorly fitted or top-dose-only effect, or another doubt; inactive means no such curve, though single readings can be large; an effect the other way counts as inactive or inconclusive. These rows are one share of the data, so the mix of outcomes need not match the whole.

Start of the listing, in advance, 2 compounds:
SMILES	RXFP1 ag	D1 PAM	D1 agonist	D1 antagonist	GRP78 ERSR act	RXFP1 antagonist	D2 PAM	Vif-A3F inh	Vif-A3G inh
CC(=O)Nc1cccc([As](=O)(c2cccc(NC(C)=O)c2)c2cccc(NC(C)=O)c2)c1	0.3%	-2	3	-1	-1%	11	0	-1%	2%
Cc1nc2ccccc2c2c1C(=O)N(c1cccc(C(=O)O)c1)C2=O	3.9%	-2	-3	-26	-1%	-12	15	?	-2%

Results, from the start:
SMILES	RXFP1 ag	D1 PAM	D1 agonist	D1 antagonist	GRP78 ERSR act	RXFP1 antagonist	D2 PAM	Vif-A3F inh	Vif-A3G inh
CC(=O)Nc1cccc([As](=O)(c2cccc(NC(C)=O)c2)c2cccc(NC(C)=O)c2)c1	0.3%	-2	3	-1	-1%	11	0	-1%	2%
Cc1nc2ccccc2c2c1C(=O)N(c1cccc(C(=O)O)c1)C2=O	3.9%	-2	-3	-26	-1%	-12	15	?	-2%
COc1ccc(-c2nc(CN3C(=O)CN=C(c4ccccc4)c4ccccc43)c(C)o2)cc1	-2.7%	-4	13	-23	4%	-12	-3	8%	-8%
Cc1noc(C)c1CC(=O)N1CCCC(N2CCN(c3ccccc3F)CC2)C1 (centres undefined)	·	·	·	·	-3%	-7	·	-4%	0%
O=C(c1cccn2c(=O)c3ccc(Cl)cc3nc12)N1CCC2(CC1)OCCO2	4.8%	0	2	-16	-1%	·	3	-11%	-4%
CCc1ccc(-n2c(SC(CC)C(=O)N(CC)CC)nc3n[nH]c(C)c3c2=N)cc1 (centres undefined)	8.8%	4	3	15	?	-25	11	2%	-3%
Cc1ccc(C)c(S(=O)(=O)c2nnn3c2nc(N2CCN(C)CC2)c2sccc23)c1	?	-6	3	8	0%	-14	-6	0%	3%
CCN(CC)C(=O)c1ccc(NC(=O)CCn2nc(-c3ccc(Cl)cc3)c3ccccc3c2=O)cc1	1.9%	-6	1	-4	-6%	-24	-9	3%	-3%
CCCCCn1c(=O)c(C(=O)Nc2ccncc2)c(O)c2ccccc21	1.6%	-4	1	-20	·	·	6	·	·
O=C1NC(=O)C(CCc2ccncc2)(CCc2ccncc2)C(=O)N1CCc1ccc(F)cc1	2.5%	-2	1	4	-3%	-23	9	5%	1%
CC1CC2(O)c3nonc3CCC2N1O (centres undefined)	1.6%	-2	2	5	-2%	10	10	1%	-6%
CCOC(=O)C1(c2ccccc2)CCN(CCC(=O)Nc2ccccc2OC)CC1	0.2%	1	1	5	-2%	4	-17	2%	3%
O=C(Nc1ccc(Br)cc1)N1C[C@H]2C[C@@H](C1)c1cccc(=O)n1C2	2.7%	-5	0	1	-2%	·	-6	-3%	0%
CCOC(=O)c1ccc(NC(=O)N2C[C@@H]3C[C@@H](C2)c2cccc(=O)n2C3)cc1	-2.0%	0	1	-1	-3%	·	8	5%	-1%
N#CCCn1cc(C(=O)O)c(-c2cccc([N+](=O)[O-])c2)n1	2.3%	-5	-2	8	-6%	-5	8	-1%	2%
CC(C)S(=O)(=O)N1Cc2ccccc2-n2nncc2C1	·	·	·	·	-2%	8	·	-4%	1%
O=[N+]([O-])c1cccc(NP(=O)(N2CC2)N2CC2)c1	·	·	·	·	2%	11	·	-6%	-4%
O=c1[nH]c(=O)n(-c2cccc3ccccc23)c(O)c1C=NCCCn1ccnc1	0.4%	-10	2	1	-2%	0	-1	0%	2%
Cn1c(O)c(C(=N)COc2cccc(Cl)c2)c(=O)n(C)c1=O	0.2%	-5	2	-4	0%	-1	-5	0%	1%
O=C(Cn1ccc2ccccc2c1=O)NCC(=O)N1CCC2(CC1)OCCO2	2.3%	1	5	4	0%	-8	-4	11%	-2%
O=C(O)COc1ccc(Cl)cc1Cl	·	·	·	·	3%&0%	2	·	0%	3%
COc1cc(C(=O)NC(=S)N2C[C@H]3C[C@H](C2)c2cccc(=O)n2C3)cc(OC)c1OC	0.0%	-1	1	9	-2%	6	11	-2%	0%
CCn1c(=O)n(CC)c2cc([N+](=O)[O-])c(N3CCNCC3)cc21	4.7%	-9	3	5	-6%	-10	5	1%	1%
C=CCN1C(=O)/C(=C/c2ccc(N3CCOCC3)o2)C(=O)NC1=S	-5.0%	-2	119*	-1	0%	-9	-1	?	-10%
O=C1CC(c2ccccc2Br)c2c(c3ccccc3oc2=O)O1 (centres undefined)	25%	1	4	-17	-1%	21	3	1%	-1%
Cc1cccc(Cn2cc(C=O)c3ccccc32)c1	-1.5%	-14	25	-15	-3%	-2	0	-1%	0%
COc1cc(C(=O)NN=Cc2ccc(N(CCCl)CCCl)cc2)cc(OC)c1OC	·	·	·	·	-4%	-1	·	-7%	-22%
CCCNS(=O)(=O)c1ccc(OCC(=O)N2CCN(Cc3ccccc3)CC2)cc1	1.9%	2	12	3	1%	-16	17	1%	1%
CN(C)c1ccc(/C=C2/C(=O)NC(=O)N(Cc3ccco3)C2=O)cc1	-2.4%	0	3	1	-3%	5	11	-3%	-5%
NCC(O)c1ccc(O)cc1 (centres undefined)	1.2%	-3	1	-67*	-3%&-1%&-4%&-4%	3	-4	-3%	1%
N=C1c2ccccc2CN1NC(=O)c1ccc(F)cc1	-3.9%	2	1	3	0%	-5	-3	-7%	0%
O=c1[nH]c(=S)n(-c2ccccc2F)c(O)c1C=NCCN1CCNCC1	2.5%	-13	4	-7	-8%	3	2	-8%	1%
O=C(/C=C/c1ccccc1)c1c(O)n(CCc2ccccc2)c(=O)[nH]c1=O	0.0%	-5	1	10	-4%	0	5	-18%	?
OC(c1ccccc1)(c1ccccc1)C1CCNCC1	-1.6%	4	4	15	-3%&-4%	-13	14	4%	-2%
CCS(=O)(=O)N1CCC(C(=O)N2CCC3(CC2)OCCO3)CC1	1.7%	-2	2	-7	-3%	16	3	-1%	-3%
CCCCN1C(=O)/C(=C/C=C/c2ccco2)C(=O)NC1=S	-1.9%	-8	8	0	-4%	10	20	?	-10%
COc1ccc(-n2c(=O)[nH]c3ccccc3c2=O)c(OC)c1	-0.7%	-3	6	5	-6%	0	-2	-15%	-7%
O=C1CN=C(c2cccc(Br)c2)c2cc(Br)ccc2N1	3.0%	1	0	-6	-3%	-14	6	0%	?
CCOC(=O)c1c(C)n(Cc2ccco2)c2ccc(OC)cc12	1.3%	-6	1	-4	-5%	-8	0	-4%	-3%
ClCCOCCCl	0.3%	-1	2	·	-3%	·	9	6%	-1%
O=C(c1cc(C(=O)NCc2ccccc2)c(=O)n(Cc2ccccc2)c1)c1cc(Cl)ccc1O	1.8%	-3	9	3	-3%	-10	4	5%	-6%
COc1c(O)cc2c(c1OC)-c1ccc(OC)c(=O)cc1C(NC(C)=O)CC2 (centres undefined)	·	·	·	·	-5%	0	·	0%	-48%
COC(=O)C1=C(c2c(C)noc2C)C[C@@H]2CC[C@H]1N2C(=O)NC1CC1	1.5%	-4	-1	2	-3%	·	-4	0%	1%
O=C(N/N=C1/CN2CCC1CC2)c1cc2ccccc2cc1O	0.9%	-6	1	8	0%	-12	-2	-3%	-10%
OC1/C(=C/c2ccccc2C(F)(F)F)N2CCC1CC2 (centres undefined)	1.2%	-2	0	·	-5%	12	7	-1%	13%
Cc1c(C(=O)O)cccc1-n1c(C)cc(/C=C2\C(=O)NC(=O)N(c3ccc4c(c3)OCO4)C2=O)c1C	0.4%	1	5	-2	0%	4	-2	-2%	1%
CCC1(CC)C(=O)C=CNC1=O	0.2%	-1	0	-26	-3%&-2%&-4%	14	-1	1%	-2%
N[C@@H](Cc1c[nH]c2ccccc12)c1nnc(SCc2ccc(F)cc2)o1	2.3%	-3	2	1	-2%	1	0	-5%	1%
O=C1NC(=O)C(Cc2ccccc2)(Cc2ccccc2)C(=O)N1Cc1ccccc1	·	·	·	·	-2%	-25	·	-11%	-10%
O=[N+]([O-])c1ccccc1CNCCc1c[nH]c2ccccc12	0.2%	2	-4	0	4%	8	-6	9%	3%
O=C(O)CCCOc1ccc(Cl)cc1Cl	·	·	·	·	-2%&-8%&-5%	-27	·	4%	-3%
N#Cc1c(/N=C/c2c(O)n(Cc3ccco3)c(=O)[nH]c2=O)sc2c1CCCC2	-0.1%	·	·	·	0%	-4	·	-30%	-13%
FC(F)(F)c1ccc(CN2CCNCC2)cc1	1.1%	4	1	8	-4%	-5	-13	4%	-3%
CCNC(=S)N1CCn2cccc2C1c1cccnc1 (centres undefined)	3.7%	-6	2	3	-5%	-11	5	-4%	2%
O=c1c2ccccc2[nH]c(=S)n1-c1ccc2c(c1)OCO2	0.3%	1	0	5	-1%	-22	6	3%	3%
O=C(OCC(=O)c1ccc([N+](=O)[O-])cc1)/C(=C/c1ccc(Cl)cc1)NC(=O)c1ccccc1	0.6%	2	3	-34*	-2%	-31	0	-11%	-1%
O=C1NC(=O)C(=Cc2ccc(Sc3ccccc3)o2)C(=O)N1	11%	-5	1	4	-16%	?	-9	-31%	?
C=CCn1c(O)c(C(CC)=NCc2ccc3c(c2)OCO3)c(=O)[nH]c1=O	2.2%	-4	2	-16	1%	11	11	-5%	-3%
Cc1nn(C)cc1/C=C1/CC2C3CC=C4CC(O)CCC4(C)C3CCC2(C)C1=O (centres undefined)	·	·	·	·	-3%	1	·	1%	1%
COC(=O)C1=C(c2ccc(F)cc2F)C[C@@H]2CC[C@H]1N2C(=O)NCc1ccco1	-2.9%	4	-1	2	-4%	·	0	2%	1%
c1cnc(N2CCNCC2)nc1	0.9%	7	8	0	-3%	·	-15	0%	-1%
Cc1ccc(CNCCc2ccc(F)cc2)s1	0.7%	2	3	4	1%	4	-11	-10%	-5%
